# From PubChem
# NOD2 RIPK2 PPI – NOD2-RIPK2 binding disruptors in cells, primary screen, fluorescence, CHO cells, BLA complementation | CCF4 ratio | Receptor-interacting serine/threonine-protein kinase 2 (Homo sapiens), O43353 | AID 624267, 2012 | 360,000 compounds, 0.38% hits | inhibition, % at 4.98 µM; in the data active = inhibition above about 21%;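 note: 0% = vehicle only and 100% = reference blocker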
# NCOA1 inh – SRC1 coactivator transcriptional activity inhibitors, primary screen, cell-based, luminescence; Nuclear receptor coactivator 1 (Homo sapiens), Q15788; HEK293 GAL4-SRC1 luciferase reporter; inhibition, % at 3.6 µM; 360,000 compounds, 0.12% hits; AID 588354, 2011;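 active = inhibition above the campaign mean plus 3 SD, with each screening campaign given its own cutoff, cut at about 60% in these data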;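 note: 0% = DMSO treated cells and 100% = gossypol at 36 µM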
# LRH-1 inv ag – LRH-1 (NR5A2) inverse agonists, primary screen, cell-based, luminescence, HEK293T, StAR-luciferase reporter; AID 602396, 2012; Nuclear receptor subfamily 5 group A member 2 (Homo sapiens), O00482; 360,000 compounds, 0.13% hits; inhibition, % at 3.6 µM; LRH-1 transfected, 24 h;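 active = inhibition above the mean inhibition of all tested compounds plus 3 SD, cut at about 73% in these data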;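 note: 0% = DMSO wells and 100% = reporter-only cells lacking LRH-1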
# Target sequence (O00482 whole entry, looked up): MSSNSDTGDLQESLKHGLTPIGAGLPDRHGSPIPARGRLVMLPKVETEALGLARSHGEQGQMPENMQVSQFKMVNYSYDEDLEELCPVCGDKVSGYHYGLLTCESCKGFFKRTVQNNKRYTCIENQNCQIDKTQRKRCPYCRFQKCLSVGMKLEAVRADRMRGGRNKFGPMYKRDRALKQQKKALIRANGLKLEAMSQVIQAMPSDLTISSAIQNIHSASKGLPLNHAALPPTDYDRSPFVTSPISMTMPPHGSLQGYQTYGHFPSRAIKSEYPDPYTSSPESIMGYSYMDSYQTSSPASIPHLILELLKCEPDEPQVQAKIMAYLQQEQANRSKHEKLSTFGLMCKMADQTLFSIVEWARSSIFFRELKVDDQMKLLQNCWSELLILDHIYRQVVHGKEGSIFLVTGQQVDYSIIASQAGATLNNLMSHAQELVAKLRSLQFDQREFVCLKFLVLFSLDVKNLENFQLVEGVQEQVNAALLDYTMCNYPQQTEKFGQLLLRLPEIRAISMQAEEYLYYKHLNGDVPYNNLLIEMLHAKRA
# C8 TRAIL sens – viability loss with TRAIL in NB7+C8 cells, primary screen, TRAIL sensitizer project, cell-based, ATPlite luminescence; 360,000 compounds, 1% hits; inhibition (viability loss, TRAIL sensitization), % at 10 µM;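 active = compounds causing at least 50% loss of cell viability in the single-dose screen, relative to plate controls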
# LMP1 NFkB inh – EBV LMP1-driven NF-kappaB luciferase reporter inhibitors, primary screen, cell-based, luminescence, single point. LMP1-induced NF-kappaB luciferase reporter cells. inhibition, % at 12.5 µM. 350,000 compounds, 0.69% hits; in the data active = inhibition above about 41%;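 note: 0% = neutral control wells and 100% = reference inhibitor control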
# TROY signal inh – inhibitors of TROY-driven NF-kB signaling, primary screen, Q293 LMP1-TROYcd cells, NF-kB luciferase, uHTS; Q293 LMP1-TROYcd NF-kB luciferase reporter, 4 h; inhibition, % at 10 µM; 360,000 compounds, 0.98% hits; AID 1347056, 2019;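 active = compounds whose plate-normalised and pattern-corrected inhibition of the luciferase reporter signal at the single screening dose is 50% or more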
# TWEAK Fn14 block – inhibitors of TWEAK-Fn14 signaling, primary screen, luciferase reporter cells, uHTS; TWEAK-stimulated Fn14 reporter cells, luciferase luminescence, 8 h; inhibition, % at 10 µM; 360,000 compounds, 2% hits; AID 1159606, 2016; in the data active = inhibition above about 50%
# NCOA2 inhibitor – inhibition of GAL4-SRC2 driven luciferase reporter, primary screen, SRC2 inhibitor project, cell-based, luminescence; Nuclear receptor coactivator 2 (Homo sapiens), Q15596; HEK293 GAL4-SRC2 luciferase reporter; inhibition, % at 9 µM; 370,000 compounds, 0.17% hits; AID 651957, 2012;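 active = inhibition above the mean inhibition of all tested compounds plus 3 SD, set per campaign, cut at about 52% in these data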;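 note: 0% = DMSO treated cells and 100% = cells given Gossypol at 36 µM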
# SRC3 inh – SRC3 coactivator transcriptional activity inhibitors, primary screen, cell-based, luminescence | AID 588352, 2011 | 360,000 compounds, 0.17% hits | Nuclear receptor coactivator 3 (Homo sapiens), Q9Y6Q9 | inhibition, % at 3.6 µM | HEK293 GAL4-SRC3 luciferase reporter;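 active = inhibition above a per-campaign cutoff, the mean of all compounds plus 3 SD, cut at about 60% in these data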;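 note: 0% = DMSO-treated cells and 100% = gossypol-treated cells at 36 µM; higher means less SRC3-driven luciferase light from the GAL4 reporter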
# COUP-TFII inh – NR2F2 transcriptional activity inhibitors, primary screen, cell-based, luciferase reporter, HEK293T, luminescence; COUP transcription factor 2 (Homo sapiens), P24468; HEK293T NGFI-A luciferase reporter; inhibition, % at 8.6 µM; 370,000 compounds, 0.7% hits; AID 686940, 2013;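 active = inhibition above a per-plate cutoff, mean inhibition of test wells between control levels plus 3 SD, cut at about 38% in these data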;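 note: cells cotransfected with COUP-TFII expression vector driving the NGFI-A reporter; 0% = median of COUP-TF2 test wells and 100% = reporter-only cells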
# Target sequence (P24468 whole entry, looked up): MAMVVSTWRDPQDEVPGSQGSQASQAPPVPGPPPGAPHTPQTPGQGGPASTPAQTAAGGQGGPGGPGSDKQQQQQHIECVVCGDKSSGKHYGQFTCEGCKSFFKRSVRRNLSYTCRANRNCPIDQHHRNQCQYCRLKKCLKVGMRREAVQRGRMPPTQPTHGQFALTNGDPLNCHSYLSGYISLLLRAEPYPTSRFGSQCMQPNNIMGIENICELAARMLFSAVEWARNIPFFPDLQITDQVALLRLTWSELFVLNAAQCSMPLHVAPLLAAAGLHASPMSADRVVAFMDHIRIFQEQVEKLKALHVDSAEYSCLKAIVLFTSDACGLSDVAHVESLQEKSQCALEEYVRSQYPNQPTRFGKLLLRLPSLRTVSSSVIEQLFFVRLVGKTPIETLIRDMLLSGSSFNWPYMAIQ
# TLR9-MyD88 block – inhibitors of TLR9-MyD88 association in cells, primary screen, cell-based, CHO, BLA complementation, fluorescence. Toll-like receptor 9 (Homo sapiens) + Myeloid differentiation primary response protein …. CCF4 FRET ratio. inhibition, % at 4.98 µM. 340,000 compounds, 0.21% hits;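 active = inhibition above the mean over all tested compounds plus 3 SD, cut at about 21% in these data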;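 note: 0% = DMSO only wells and 100% = clavulanate BLA inhibitor control wells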
# Active calls of the source: *; . = not tested or not shown. Not all compounds are listed; the hit share may differ from the screen's.
nr	Structure	NOD2 RIPK2 PPI	NCOA1 inh	LRH-1 inv ag	C8 TRAIL sens	LMP1 NFkB inh	TROY signal inh	TWEAK Fn14 block	NCOA2 inhibitor	SRC3 inh	COUP-TFII inh	TLR9-MyD88 block
1	COC(=O)c1ccc(NC(=O)CCc2c(C)nc3ncnn3c2C)cc1	-1.1	2.4	-10.7	-8.2	-0.3	5.5	7.2	0.7	7.0	2.1	-0.7
2	COC(=O)c1cc(C#N)c(NCc2ccccc2)nc1C	-1.3	-9.5	14.5	-6.2	-8.2	-28.4	-17.4	3.6	-7.4	11.5	1.7
3	Cc1onc(-c2c(Cl)cccc2Cl)c1C(=O)O/N=C(\C#N)c1c(Cl)cccc1Cl	6.1	2.6	13.6	1.0	9.4	1.1	3.0	-8.6	13.7	15.3	9.4
4	CCCCCCn1cc(C(=O)O)c(=O)c2cc(F)c(N3CCN(C)CC3)cc21	-10.8	-3.6	9.2	5.8	-2.5	-1.1	-20.7	.	-9.7	.	-9.2
5	CCCN(CCC)c1cc(Cl)nc(N)n1	-0.2	-12.3	6.9	1.2	-7.2	12.4	25.4	12.0	15.0	2.6	3.6
6	CCOC(=O)c1ccc(Oc2c(C)oc3c(CN4CCN(C)CC4)c(O)ccc3c2=O)cc1	-10.8	-11.5	16.3	4.1	11.5	12.0	4.7	-29.3	16.7	-2.4	-5.7
7	NC(=O)c1c(NC(NC(=O)c2ccco2)(C(F)(F)F)C(F)(F)F)sc2c1CCCC2	-8.3	-26.6	-8.5	5.0	-3.5	-10.0	0.8	-22.4	-17.6	-26.6	-0.7
8	Cc1ccc(C(O)c2ncc(-c3ccc(F)cc3)[nH]2)cc1F (stereo unspecified)	-2.8	1.3	-11.9	-2.7	.	-22.8	3.7	-10.4	-7.6	-0.5	.
9	COc1cc(OC)cc(C(=O)NCCNC(=O)c2ccccn2)c1	-14.8	14.7	7.1	-10.8	3.3	3.8	-2.0	-19.6	9.8	-7.9	-6.5
10	COc1ccc(N(CC(=O)Nc2ccc(C)cc2C)S(=O)(=O)c2c(C)n[nH]c2C)cc1	-2.3	-25.8	7.1	14.3	-1.5	-18.0	4.9	-5.1	-19.7	2.7	-0.9
11	CCn1c(C)[n+](CCOC(C)=O)c2cc(Cl)c(Cl)cc21	-7.6	-4.4	-15.3	3.3	-14.5	5.2	-1.3	-44.1	-1.9	-4.6	-1.3
12	CCCCCCn1c(=O)n2n(c1=O)[C@@H]1CN(S(=O)(=O)c3ccc(C)cc3)C[C@]1(O)[C@@H](OC(=O)NC1CC1)C2	-7.8	-8.5	0.5	-15.9	-3.0	-11.4	-4.8	26.7	-8.0	4.7	6.5
13	Cc1ccc(S(=O)(=O)C/N=C(/NC(=S)N(c2ccccc2)c2ccccc2)c2ccccc2)cc1	-1.3	-10.0	-11.4	3.3	4.4	5.2	-2.6	5.1	-8.1	-5.1	3.1
14	O=C(NCc1ccccn1)Nc1cc(Cl)cc(Cl)c1	1.3	2.0	-10.0	-0.7	8.4	-18.8	-2.8	-13.8	2.9	-7.0	3.9
15	COc1cc(C)c2sc3ccccc3c(=O)c2c1NCCN(C)C	5.1	10.6	6.8	23.9	-4.3	-71.3	-102.7	-38.8	-18.0	2.2	-0.2
16	CCOC(=O)C(NC(=O)c1ccccc1)=C1C=C(C)OC(C)=C1	-3.6	6.5	11.2	-11.1	0.9	.	-1.9	-21.8	0.9	-8.1	-4.5
17	N#C/C(=C\c1coc2ccc(O)cc2c1=O)C(=O)Nc1nc2ccccc2s1	7.6	-46.0	-15.4	-30.8	-4.9	51.7*	73.3*	-40.6	-32.5	-31.6	2.9
18	O=c1c(-c2ccco2)nc2ccccc2n1C(c1ccccc1)c1nc2ccccc2[nH]1 (stereo unspecified)	-5.0	.	-59.6	19.6	.	.	.	-60.4	.	-50.5	.
19	O=C(O)CC(c1ccccc1F)N1Cc2ccccc2C1=O (stereo unspecified)	-4.6	8.4	-18.1	0.9	-0.9	15.1	9.8	1.4	-2.1	13.6	11.0
20	CC1(C(=O)O)CCN1C(=O)c1ccccc1F (stereo unspecified)	-4.6	6.6	-2.3	-9.5	.	4.7	2.6	-4.1	-20.6	7.2	.
21	Cc1cnc(C(=O)N2CCCC(C(=O)c3ccc(C(C)(C)C)cc3)C2)cn1 (stereo unspecified)	-9.1	4.4	-6.0	-13.0	-12.0	-6.0	-22.7	0.7	14.2	-11.1	0.5
22	CCOC(=O)N1CCN(Cc2nc3cc(NC(C)=O)ccc3n2CC)CC1	-10.2	17.4	10.8	3.9	2.9	-0.9	-10.2	-28.9	-9.6	3.9	-14.0
23	NC(=O)C1CCN(C(=O)c2cc3ccccc3cc2O)CC1	7.7	12.7	5.2	-10.8	-9.6	6.1	-6.2	10.8	10.0	0.5	-2.1
24	CC(C)n1cnc2cc(NCc3nc4ccccc4n3C)ccc21	-7.8	-83.1	-138.4	31.9	-36.4	66.7*	60.2*	-30.4	-58.6	-24.3	3.2
25	COc1ccc(CCNC(=O)CSc2ncn[nH]2)cc1	-3.3	2.3	5.2	-4.6	-4.6	0.0	13.4	11.4	-7.8	-13.4	-8.3
26	CCOc1ccccc1NC(=O)CSc1nncc2ccccc12	-10.6	10.7	-1.8	-4.3	1.1	-1.7	13.6	27.1	-4.4	-15.2	-2.0
27	CC(C)Oc1ccc(C(=O)NCC(=O)OCC(=O)N(C)Cc2cccs2)cc1	4.1	-6.3	1.0	-6.1	-0.3	6.7	-0.5	8.6	-0.8	-4.1	-7.2
28	Cc1ccc(NC(=O)CN(C)S(=O)(=O)c2ccc3[nH]c(=O)oc3c2)c(C)c1	-5.5	-13.8	4.3	10.3	3.4	3.2	7.8	-6.1	-0.3	-4.4	3.1
29	O=C1CCCc2c1nc(-c1ccc([N+](=O)[O-])cc1)n2O	1.5	-4.8	0.0	5.4	-5.5	11.1	5.9	-18.2	7.0	3.8	-4.2
30	CC(C)[C@@H]1C=C(C(=O)O)O[C@H](OCCCCO)C1	7.8	-8.3	-28.6	1.2	-6.2	7.5	6.6	3.0	10.7	14.9	-0.6

# (cont.)
nr	Structure	NOD2 RIPK2 PPI	NCOA1 inh	LRH-1 inv ag	C8 TRAIL sens	LMP1 NFkB inh	TROY signal inh	TWEAK Fn14 block	NCOA2 inhibitor	SRC3 inh	COUP-TFII inh	TLR9-MyD88 block
31	O=C(CCC(=O)N1CCN(c2ccccc2F)CC1)N1CCN(c2ccc(F)cc2)CC1	4.9	-1.7	5.8	-4.0	-8.8	17.4	10.9	4.7	15.9	20.8	-2.7
32	Cc1ccccc1/C=N/NC(=O)c1ccc(-n2cnnn2)cc1	-1.2	-4.3	5.4	7.3	2.3	3.6	43.5	-28.4	-1.2	-14.1	-2.3
33	O=C(Nc1c(Cl)cc(Cl)cc1-c1nc2ccccc2s1)c1ccc(Br)o1	-6.0	1.9	-1.7	2.2	-27.4	26.3	16.1	2.5	-0.9	4.2	-1.2
34	COc1ccc(C(=O)O/N=C/c2ccc(S(=O)(=O)c3ccc(Cl)cc3)nc2)cc1	5.7	-14.9	11.4	2.2	-11.6	-0.6	-6.4	8.0	14.7	8.0	2.4
35	COc1ccc(OC)c(CN2CCN(S(=O)(=O)c3ccc(NC(C)=O)cc3)CC2)c1	-2.9	1.4	-19.2	0.1	-4.0	43.4	-7.6	-17.3	6.8	10.2	-5.8
36	O=C(N/N=C/c1cc2c(cc1Cl)OCO2)c1cc(-c2ccccc2)n[nH]1	-2.2	12.3	9.0	1.1	12.3	44.5	-1.2	8.2	-1.8	2.9	-8.4
37	CC(=O)NCCNC(=O)c1cccc(NS(=O)(=O)c2ccc3c(c2)OCCO3)c1	4.7	7.0	0.3	-3.8	3.3	-22.2	5.1	2.9	0.7	13.8	6.7
38	O=C(c1ccc([N+](=O)[O-])cc1Cl)N1CCN(c2ccccn2)CC1	3.2	-13.1	-1.0	11.9	1.0	2.0	3.1	7.7	7.5	19.4	-15.7
39	Cc1cc(=O)[nH]c(SCC(=O)Nc2nc3c(s2)CCCC3)n1	2.1	-6.7	-4.5	11.7	-1.6	-54.7	-4.5	-1.6	6.3	-5.8	-7.7
40	Cc1nc2c(ccc3nc(NC(=O)Cc4ccccc4)sc32)s1	3.1	-38.5	-25.3	-1.2	-14.3	-43.1	7.3	-26.9	-30.2	-47.1	4.7
41	Cc1cc(C)n(C(=O)c2cccc([N+](=O)[O-])c2)n1	0.0	-5.2	1.3	-18.3	3.1	-11.0	7.1	11.9	4.2	0.9	3.8
42	Cc1cc(C)cc(Oc2coc3cc(OC(=O)c4cccnc4)ccc3c2=O)c1	-5.5	-8.1	-9.6	-8.1	2.8	-2.0	4.3	-4.4	0.1	-3.6	-16.7
43	N#CC(C#N)=C1c2cc(S(N)(=O)=O)ccc2-c2ccc(S(N)(=O)=O)cc21	1.4	13.7	-17.3	10.7	2.8	-22.1	0.8	-43.8	-6.4	-9.1	-5.0
44	CC(C)N(C(=O)COC(=O)c1ccc(Cl)nc1)C(C)C	-8.4	7.8	-0.8	-7.1	-1.4	3.9	14.8	20.4	0.2	-8.4	0.9
45	Cc1noc(C)c1COC(=O)CCc1ccc(S(=O)(=O)N2CCCCC2)cc1	1.3	6.6	5.1	13.2	2.6	-2.7	-2.1	0.6	13.4	9.8	-0.9
46	O=C(c1ccc2nc(-c3ccccc3)c(-c3ccccc3)nc2c1)N1CCCCC1	5.2	5.0	-3.4	19.5	0.4	9.7	12.5	6.9	-10.0	10.0	-8.1
47	Cc1noc(C)c1COc1ccc(C(=O)OCc2nnc(-c3ccc(Cl)cc3)o2)cc1	-4.3	-50.0	-0.3	9.5	-4.2	15.0	-7.7	-37.6	-2.6	-1.4	-6.1
48	O=C(CSc1nnc(-c2ccco2)o1)Nc1cccc([N+](=O)[O-])c1	2.3	-4.3	-16.6	3.5	-2.3	-13.0	-4.2	-21.5	-14.4	-10.3	1.8
49	COc1cccc(/C=N/NC(=O)c2ccoc2C)c1	-2.9	-98.1	-132.8	2.0	11.9	-18.6	7.8	-85.2	-64.8	-33.3	-7.3
50	COc1ccccc1C(=O)Nc1ccccc1C(=O)NCc1ccco1	-7.0	24.3	17.9	10.7	3.9	-8.4	1.8	-22.4	16.7	7.9	-0.6
51	C=CC[N+]1(CC(=O)NCc2ccc(NC(C)=O)cc2)CCOCC1	-12.5	-20.8	-6.1	7.5	0.1	-6.0	8.1	-17.0	3.9	-2.5	0.7
